Cardio protect = modulators protecting cardiomyocytes from myocardial damage. protection from H2O2 cell death, % at 20 µM. 360,000 tested, 0.63% active. H9c2 cardiomyocytes, H2O2 injury protection, ATPLite, 2 h;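 active = compounds giving at least 50% protection of heart cells from peroxide-induced death in the single-dose screen, raw or plate-pattern-corrected value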;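 also: 0% = DMSO wells with peroxide and 100% = DMSO wells without peroxide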
ABHD5 PLIN5 PPI = ABHD5-PLIN5 protein interaction inhibition; Q00G26+Q8WTS1; Split G. princeps luciferase complementation, luminescence, 4 h; inhibition, % at 4 µM; 360,000 tested, 0.78% active;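 active = inhibition above the mean inhibition across every tested compound plus 3 SD, cut at about 22% in these data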;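 also: 0% = DMSO only wells and the 100% control is not disclosed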
MC4R antag cAMP = blocks human MC4R cAMP signaling; MC4R-expressing cells, MTII-stimulated cAMP, LANCE TR-FRET; inhibition, % at 6.5 µM; 360,000 tested, 0.48% active; AID 540295;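 active = inhibition above its plate's cutoff, the mean of tested wells on that plate plus 3 SD, cut at about 29% in these data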;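 also: 0% = Melanotan II alone and 100% = Melanotan II plus saturating MCL0020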
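System – human MC4R-expressing U2OS cells · Also added – Melanotan II · Dosing – one concentration, 6.5 µM nominal · Timing – 30-min compound, 1-h challenge, 1-h detection, room temperature · Measured by – Eu-cAMP/anti-cAMP TR-FRET, emission 671 nm · Replicates – singlicate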
ABCB6 inh MLPCN = inhibitors of human ABC transporter ABCB6 | Q9NP58 | K562-ABCB6 porphyrin accumulation, flow cytometry, 1 h; stronger effect = lower value | fluorescence ratio to DMSO, % at 10 µM | 360,000 tested, 0.19% active | AID 602162;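 active = fluorescence ratio to DMSO below 75%, the collection mean minus 3 SD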;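 also: signal is porphyrin accumulated inside mitochondria; 100% equals median channel fluorescence of DMSO control wells; lower ratio means ABCB6 inhibition with less porphyrin fluorescence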
NOD2-RIPK2 inh = inhibitors of human NOD2-RIPK2 interaction. AID 624267. CHO BLA complementation NOD2-RIPK2, CCF4 ratio. inhibition, % at 4.98 µM. 360,000 tested, 0.38% active. O43353; in the data active = inhibition above about 21%;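 also: 0% = vehicle only and 100% = reference blocker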
Target sequence (O43353 whole entry, looked up): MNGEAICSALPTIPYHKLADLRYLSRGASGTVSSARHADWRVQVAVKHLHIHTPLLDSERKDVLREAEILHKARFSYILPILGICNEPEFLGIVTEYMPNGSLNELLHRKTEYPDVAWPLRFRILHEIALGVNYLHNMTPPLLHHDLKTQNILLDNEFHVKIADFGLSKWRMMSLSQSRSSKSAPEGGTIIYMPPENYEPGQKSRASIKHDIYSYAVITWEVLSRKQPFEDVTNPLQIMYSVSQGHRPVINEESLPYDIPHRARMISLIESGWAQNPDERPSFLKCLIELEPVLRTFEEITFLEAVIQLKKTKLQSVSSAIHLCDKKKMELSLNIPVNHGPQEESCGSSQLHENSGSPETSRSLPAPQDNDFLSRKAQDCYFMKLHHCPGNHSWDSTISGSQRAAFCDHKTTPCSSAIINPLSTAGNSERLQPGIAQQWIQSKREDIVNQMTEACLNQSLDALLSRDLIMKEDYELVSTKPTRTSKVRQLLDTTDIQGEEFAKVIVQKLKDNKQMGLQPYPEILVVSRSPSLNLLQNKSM
NCOA2 inhibitor = inhibits human steroid receptor coactivator 2; Q15596; HEK293 GAL4-SRC2 luciferase reporter, luminescence; inhibition, % at 9 µM; 370,000 tested, 0.17% active; AID 651957;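 active = inhibition above the mean inhibition of all tested compounds plus 3 SD, set per campaign, cut at about 52% in these data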;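 also: 0% = DMSO treated cells and 100% = cells given Gossypol at 36 µM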
m5-HT2A agonist = agonists of mouse serotonin 5-HT2A receptor (HTR2A) | P35363 | CHO-K1 mHTR2A beta-arrestin complementation, luminescence; percent of 30 µM serotonin response | activation, % at 7.6 µM | 360,000 tested, 0.66% active | AID 624169;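 active = activation above a run cutoff, the mean activation of all tested compounds plus 3 SD, cut at about 14% in these data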;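 also: 0% = plate median of compound wells and 100% = 30 µM serotonin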
Target sequence (P35363 whole entry, looked up): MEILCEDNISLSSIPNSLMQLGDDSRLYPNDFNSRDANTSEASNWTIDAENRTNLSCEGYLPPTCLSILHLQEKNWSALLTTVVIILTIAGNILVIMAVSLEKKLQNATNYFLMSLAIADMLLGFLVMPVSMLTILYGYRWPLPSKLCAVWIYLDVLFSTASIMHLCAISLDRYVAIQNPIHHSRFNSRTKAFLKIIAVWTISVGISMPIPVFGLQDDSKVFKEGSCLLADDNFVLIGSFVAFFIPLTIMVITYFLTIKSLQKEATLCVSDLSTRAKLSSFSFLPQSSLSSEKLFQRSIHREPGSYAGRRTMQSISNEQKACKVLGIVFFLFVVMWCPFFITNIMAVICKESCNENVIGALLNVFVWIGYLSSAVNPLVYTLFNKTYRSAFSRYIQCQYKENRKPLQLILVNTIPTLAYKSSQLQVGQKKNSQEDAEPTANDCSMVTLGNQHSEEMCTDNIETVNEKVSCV
MC4R ag barr = activates human MC4R beta-arrestin recruitment | P32245 | U2OS MC4R beta-arrestin complementation, luminescence; percent of melanotan II response, DMSO zero | activation, % at 8.9 µM | 360,000 tested, 0.98% active;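 active = activation above a per-plate cutoff, the mean activation of sample wells on that plate plus 3 SD, cut at about 8% in these data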
TLR9-MyD88 inh = inhibitors of human TLR9-MyD88 binding; CHO BLA complementation TLR9-MyD88, CCF4 FRET ratio; inhibition, % at 4.98 µM; 340,000 tested, 0.21% active;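 active = inhibition above the mean over all tested compounds plus 3 SD, cut at about 21% in these data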;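 also: 0% = DMSO only wells and 100% = clavulanate BLA inhibitor control wells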
N-glyco inh = blocks N-linked glycosylation in D54 reporter cells. D54 ERlucT glycosylation luciferase reporter, 24 h; percent of 100 nM tunicamycin response. reporter increase, % at 12.5 µM. 360,000 tested, 0.23% active. AID 588692;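 active = mean luciferase reporter signal, scaled so untreated is 0 and the glycosylation-blocking control 100, at or above a set limit in every replicate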;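 also: luciferase carries N-glycosylation sites so blocking glycosylation raises the light; 0% = median of neutral control wells and 100% = median of 100 nM tunicamycin wells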
* = called active by the depositor; x = no result given. An excerpt; count on the stated rates, not on these rows.

compound	Cardio protect	ABHD5 PLIN5 PPI	MC4R antag cAMP	ABCB6 inh MLPCN	NOD2-RIPK2 inh	NCOA2 inhibitor	m5-HT2A agonist	MC4R ag barr	TLR9-MyD88 inh	N-glyco inh
CCCC(=O)Nc1nnc(SCC(=O)NCc2ccco2)s1	3	13	5	100	-6	-9	2	2.5	2	2
O=C(NCc1ccccc1)C1c2ccccc2OCC(=O)N1Cc1cccnc1 (configuration not stated)	x	12	x	102	-27	2	10	x	x	x
O=C(O)c1ccc2c(c1)S(=O)(=O)c1cc(N3CCN(c4cnccn4)CC3)ccc1C2=O	50*	7	-8	93	12	4	3	-0.3	6	0
COc1ccc(CC(=O)N/N=C(\C)CC(=O)NCc2ccco2)cc1OC	2	-2	7	103	3	8	-4	-0.5	-12	1
C=CCn1c(Cc2csc(N)n2)nnc1SCC(=O)OCC	6	9	-1	109	-7	-2	1	0.1	-4	1
O=C(OCC(=O)N1CCCC1)c1ccccc1O	-4	0	11	173	-15	-42	-1	-1.5	1	-1
O=C(c1cccs1)N1CCCC(c2nc3c(nnn3Cc3ccccc3Cl)c(=O)[nH]2)C1 (configuration not stated)	4	3	-10	96	3	6	4	-2.6	-6	3
CN(CC(=O)NCCN1CCOCC1)S(=O)(=O)c1ccc(F)cc1	2	0	3	98	-5	6	5	-0.4	0	1
COc1cc(CN2CCC(C(N)=O)CC2)ccc1OCc1ccccc1	8	-3	-1	99	-10	-62	-6	-1.4	-16	-3
Cc1cc(C)nc(SCCn2c(N(C)Cc3ccccc3)nc3c2c(=O)n(C)c(=O)n3C)n1	14	1	18	94	4	x	-2	-2.3	7	1
O=C(COc1ccc(C(=O)NCCc2ccccc2)cc1)Nc1ccccc1	7	-3	11	94	-6	-24	-1	0.7	0	-1
O=C(COc1cccc2cccnc12)N/N=C1\SCC(=O)N1Cc1ccccc1	0	0	8	90	-3	-33	-4	-1.8	7	3
CCOc1ccc(/C=C/C(O)=C2/C(=O)N(C)C3(C)CC2c2ccccc2O3)cc1OC (configuration not stated)	11	13	11	101	-9	-30	8	1.5	1	-1
Cc1ccc(NC(=O)CN2C(=O)C3CC=C(Cl)CC3C2=O)cc1 (configuration not stated)	5	-1	4	97	-7	-1	-1	1.4	-14	4
CC(OC(=O)CNC(=O)C12CC3CC(CC(C3)C1)C2)C(=O)Nc1ncc(Cl)cc1Cl (configuration not stated)	6	-3	6	105	2	12	-3	-2.9	-6	1
COc1cc(NC(=S)NCCc2ccccc2)c(OC)cc1NC(=O)C(C)C	-1	0	6	96	-11	-3	2	-2.4	-1	-1
COc1cccc(-c2nn(-c3ccccc3)cc2CN(C)Cc2ccon2)c1	1	-3	18	100	5	16	-4	2.4	-3	-1
COc1ccccc1NC(=O)C1CCCN(S(=O)(=O)c2ccccc2)C1 (configuration not stated)	1	3	0	95	-2	-38	1	-0.3	3	-1
c1ccc(Nc2nc(N3CCOCC3)c3ccccc3n2)cc1	-26	4	3	97	-4	-8	-5	-0.9	-8	-1
COc1ccc(N2CC(=O)N(c3ccc(OC)c(OC)c3)CC2=O)cc1OC	8	7	9	95	-9	-12	1	-1.6	-5	2
Cc1cccc(N(C(=O)c2nsc(Cl)c2Cl)C(C(=O)NC2CCCC2)c2ccc(O)cc2)c1C (configuration not stated)	18	-8	11	95	5	5	-4	1.1	15	-9
CCOc1ccc(-c2cc(C(=O)Nc3ccc4c(c3)OCCO4)c3ccccc3n2)cc1	-13	-2	-2	91	2	-42	1	-2.1	-4	-1
Cn1c(=O)c2c(ncn2CC(=O)OCC(=O)NC(c2ccccc2)c2ccccc2)n(C)c1=O	0	5	8	98	-7	-25	3	-1.3	-10	3
CC(C)Cc1nc(SCC(=O)NCC2CCCO2)c2c(=O)n(C)c(=O)n(C)c2n1 (configuration not stated)	0	-1	-5	97	2	8	3	-1.2	-5	2
Cn1c(=O)c(=O)n(C)c2cc(S(=O)(=O)N3CCN(c4cccc(C(F)(F)F)c4)CC3)ccc21	-5	-1	0	90	2	x	2	0.7	-2	1

The final 7 records of the part before come first, to join the parts.
compound	Cardio protect	ABHD5 PLIN5 PPI	MC4R antag cAMP	ABCB6 inh MLPCN	NOD2-RIPK2 inh	NCOA2 inhibitor	m5-HT2A agonist	MC4R ag barr	TLR9-MyD88 inh	N-glyco inh
c1ccc(Nc2nc(N3CCOCC3)c3ccccc3n2)cc1	-26	4	3	97	-4	-8	-5	-0.9	-8	-1
COc1ccc(N2CC(=O)N(c3ccc(OC)c(OC)c3)CC2=O)cc1OC	8	7	9	95	-9	-12	1	-1.6	-5	2
Cc1cccc(N(C(=O)c2nsc(Cl)c2Cl)C(C(=O)NC2CCCC2)c2ccc(O)cc2)c1C (configuration not stated)	18	-8	11	95	5	5	-4	1.1	15	-9
CCOc1ccc(-c2cc(C(=O)Nc3ccc4c(c3)OCCO4)c3ccccc3n2)cc1	-13	-2	-2	91	2	-42	1	-2.1	-4	-1
Cn1c(=O)c2c(ncn2CC(=O)OCC(=O)NC(c2ccccc2)c2ccccc2)n(C)c1=O	0	5	8	98	-7	-25	3	-1.3	-10	3
CC(C)Cc1nc(SCC(=O)NCC2CCCO2)c2c(=O)n(C)c(=O)n(C)c2n1 (configuration not stated)	0	-1	-5	97	2	8	3	-1.2	-5	2
Cn1c(=O)c(=O)n(C)c2cc(S(=O)(=O)N3CCN(c4cccc(C(F)(F)F)c4)CC3)ccc21	-5	-1	0	90	2	x	2	0.7	-2	1
Cc1cc(CNC(=O)CC2C(=O)NCCN2Cc2ccccc2)nn1C (configuration not stated)	11	-2	-5	100	-3	14	12	-1.1	6	0
COCCCNC(=O)C1CCN(C(=O)Nc2ccc(Cl)cc2)CC1	4	-1	19	100	2	-7	-1	0.3	-12	1
CC(C)NC(=O)Cn1c(SCC(=O)N2CCc3ccccc3C2)nc2ccccc21	0	-10	11	103	-13	-9	1	-0.9	14	2
O=C(COC(=O)c1cc(S(=O)(=O)Nc2ccccc2Cl)ccc1O)Nc1nc2ccccc2s1	-24	-2	0	94	-2	-9	3	-1.8	-2	0
NC(=O)COC(=O)CNC(=O)c1ccc(Cl)cc1	1	-3	6	99	5	1	0	-2.0	0	1
CC1(c2ccccc2)NC(=O)N(CC(=O)N2CCN(S(=O)(=O)c3ccccc3[N+](=O)[O-])CC2)C1=O (configuration not stated)	0	-9	3	92	-1	-28	-2	-3.1	-1	-2
O=C(CN1C(=O)COc2ccc(S(=O)(=O)N3CCCC3)cc21)Nc1cccc(F)c1	7	-2	26	107	-7	13	2	-0.9	4	0
COc1ccc(S(=O)(=O)N2CCCC2CNC(=O)C(=O)NCc2ccc3c(c2)OCO3)cc1 (configuration not stated)	-4	-1	-2	99	2	26	-3	-0.5	6	-3
Oc1c(Cl)cc(Cl)c2c1NCCC2	7	-10	4	99	-3	-16	-2	-1.4	9	15
O=C1Nc2cc(C(F)(F)F)ccc2N2CCCCC12 (configuration not stated)	0	-8	22	97	-3	-10	-2	-1.5	0	2
O=C(CN1c2ccccc2S(=O)(=O)c2ccccc21)NCc1ccccc1	-2	5	4	100	2	-13	6	0.4	-3	-4
O=C(NCCO)c1ccc(Cl)c(Cl)c1	5	-2	4	91	3	6	-1	0.5	-7	1
CCOC(=O)C1=CN(Cc2ccc(OC)cc2)C=C(C(=O)OCC)C1c1cccs1	-5	5	12	98	-19	0	16*	-1.4	-11	-2
O=C(O)c1ccc(Oc2nc3ccccc3s2)cc1	-1	0	2	87	-10	-34	-5	-2.0	10	-2
COc1cccc(CNc2nc3nc(C)c(Cl)c(C)n3n2)c1	-1	2	9	97	-9	-66	2	-1.3	1	1
CCCCOc1ccccc1/C=N/NC(=O)CC#N	2	-11	7	99	-11	-3	-3	-1.8	0	2
O=C(CCCN1C(=O)/C(=C\c2cccs2)SC1=S)NNC(=O)c1cccnc1	-5	-3	-4	102	0	20	-7	0.5	-3	3
CC(C)(CNS(=O)(=O)c1ccc2ccccc2c1)N1CCOCC1	2	-2	5	99	-10	-12	-14	3.9	6	-1
Cc1c([N+](=O)[O-])cnc(Sc2ccccc2)c1[N+](=O)[O-]	-17	10	2	97	5	35	-2	-1.3	-10	22
COCCCNC(=O)CCC(=O)NNc1nc2ccccc2c2nc(-c3ccccc3)nn12	10	4	11	97	-12	-4	3	-1.2	-14	2
Cc1nn(Cc2ccccc2)c(Cl)c1/C=C/C(=O)OC(C(=O)NC(N)=O)C(C)C (configuration not stated)	-7	1	-3	92	3	11	-1	-2.3	0	-3
NS(=O)(=O)c1ccc(-n2nncc2C23CC4CC(CC(C4)C2)C3)cc1	-1	-8	22	101	-4	-10	4	1.6	-11	2
CCCCNC(=S)NCCN1CCCCC1	3	6	3	93	5	5	4	-0.1	5	-1
COc1ccc(OC)c(NC(=O)CSc2nnc(C3CCCCC3)n2-c2ccccc2)c1	-3	0	7	94	-4	3	-2	-0.5	-2	-2
CC(=O)Nc1sc2c(c1C(c1ccccn1)N1CCN(C)CC1)CCCC2 (configuration not stated)	14	3	15	102	8	-21	-1	-0.1	6	1

More entries.
Screens in order: Cardio protect, ABHD5 PLIN5 PPI, MC4R antag cAMP, ABCB6 inh MLPCN, NOD2-RIPK2 inh, NCOA2 inhibitor, m5-HT2A agonist, MC4R ag barr, TLR9-MyD88 inh, N-glyco inh
- O=C(c1c(Cl)cccc1Cl)N1CCCCCC1
  -4, 0, 1, 96, -2, 0, 0, 0.1, -8, -2
- N=C(N)Sc1nc(N2CCCCC2)nc(N2CCCCC2)n1
  0, 2, 11, 98, -11, 22, 3, -2.6, 5, 2
- COc1cccc(-n2c(CNC(=O)OC(C)(C)C)n[nH]c2=S)c1
  8, -3, 7, 85, -8, -11, 0, -0.2, -6, 2
- O=C(Nc1ccc2c(c1)OCCO2)C1CC(c2ccc(F)cc2)=NO1 (configuration not stated)
  5, 0, 14, 96, 3, -6, 6, 1.2, 7, 2
